# Screening results from PubChem BioAssay.
# G9a block: G9a (human) methyltransferase inhibition; Potency, µM (top dose mostly 102 µM), for the others: at the highest dose activity, negative = inhibition, actives largely listed as inhibitors; G9a H3K9 monomethylation, AlphaScreen, 2 h; 350,000 tested, 8.8% active; further: on the % scale 0 is the no-effect control and ±100 the full control effect; nearly all actives have a fitted effect of over 75% in size
#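 Step 1: enzyme (final 20 nM) with compound, 15 min RT. Step 2: substrate peptide 500 nM and SAM 20 uM, 2 h RT. Step 3: anti-H3K9me1 antibody and AlphaScreen beads, 10 min, then plate read.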
# POLK inh: DNA polymerase kappa (human) inhibition. purified Pol kappa, fluorescent DNA synthesis assay, 10 min. Potency, µM (top dose mostly 107 µM), for inactives: at the top dose activity, negative = inhibition, most hits filed as inhibitors. 400,000 tested, 0.53% active; further: on the % scale 0 is the no-effect control and ±100 the full control effect
#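 Here, compound and 10 nM enzyme are combined for 15 min at room temperature; adding 50 nM substrate (final) starts DNA synthesis, tracked by fluorescence at 0 and 10 min against buffer-only wells.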
# APEX1 inh: inhibitors of human APE1 endonuclease | P27695 | recombinant APE1, TAMRA/BHQ-2 abasic DNA cleavage fluorescence | Potency, µM (top dose mostly 65.8 µM), without a hit: at the top dose activity change, negative = inhibition, usual class: inhibitors | 350,000 tested, 0.35% active;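 further: plate controls were vehicle for no effect and reference inhibitor for full effect; nearly all actives have a fitted effect of over 55% in size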
#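 Quantitative HTS: incision of a TAMRA/BHQ-2 double-stranded substrate bearing a tetrahydrofuran abasic site by 0.75 nM APE1 raises fluorescence. Substrate 50 nM final, added after 15 min compound preincubation at room temperature; progress as third-minus-first kinetic read difference.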
# BAZ2B block: blocks human BAZ2B. AID 504333. AlphaScreen BAZ2B-H3K14Ac peptide displacement. Potency, µM (titrated, usually from 114 µM), inactives show top-dose activity change, negative = inhibition, actives largely listed as inhibitors. 360,000 tested, 4.4% active; further: on the % scale 0 is the no-effect control and ±100 the full control effect; nearly all actives have a fitted effect of over 60% in size
#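 Inhibition is scored as reduced AlphaScreen emission. The BAZ2B/b-H3(5-23)K14Ac complex (50 nM each) in PBS pH 7.4, 0.01% Tween-20 meets compound (up to 110 uM) for 30 min at RT before bead addition.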
# JMJD2A Tudor inh: inhibitors of human JMJD2A Tudor domain; AlphaScreen JMJD2A-Tudor / H3K4me3 peptide binding; Potency, µM (series often up to 114 µM), for inactives: at the highest dose activity change, negative = inhibition, most hits filed as inhibitors; 390,000 tested, 4.4% active; further: on the % scale 0 is the no-effect control and ±100 the full control effect; nearly all actives have a fitted effect of over 50% in size
# Pol beta inh: DNA polymerase beta (human) inhibition; P06746; Pol beta primer extension/strand displacement, fluorescence kinetic; Potency, µM (titrated, usually from 114 µM), for inactives: top-dose activity change, negative = inhibition, hits mostly inhibitors; 340,000 tested, 1.3% active; AID 485314; further: on the % scale 0 is the no-effect control and ±100 the full control effect
#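 Pol beta (10 nM) and compounds were preincubated 15 min at room temperature, then 50 nM substrate (final) started primer extension/strand displacement. Reads were taken at 0 and 10 min; concentration-response data were fitted to a four-parameter Hill equation.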
# BLM inh: Bloom syndrome helicase (human) inhibition. P54132. recombinant BLM DNA unwinding, fluorescence dequenching. Potency, µM (titrated, usually from 56.1 µM), without a hit: at the highest dose activity change, negative = inhibition, most hits filed as inhibitors. 350,000 tested, 0.2% active. AID 2528;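 further: plate controls were vehicle for no effect and no enzyme for full effect; nearly all actives have a fitted effect of over 35% in size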
# Target sequence (P54132 whole entry, looked up): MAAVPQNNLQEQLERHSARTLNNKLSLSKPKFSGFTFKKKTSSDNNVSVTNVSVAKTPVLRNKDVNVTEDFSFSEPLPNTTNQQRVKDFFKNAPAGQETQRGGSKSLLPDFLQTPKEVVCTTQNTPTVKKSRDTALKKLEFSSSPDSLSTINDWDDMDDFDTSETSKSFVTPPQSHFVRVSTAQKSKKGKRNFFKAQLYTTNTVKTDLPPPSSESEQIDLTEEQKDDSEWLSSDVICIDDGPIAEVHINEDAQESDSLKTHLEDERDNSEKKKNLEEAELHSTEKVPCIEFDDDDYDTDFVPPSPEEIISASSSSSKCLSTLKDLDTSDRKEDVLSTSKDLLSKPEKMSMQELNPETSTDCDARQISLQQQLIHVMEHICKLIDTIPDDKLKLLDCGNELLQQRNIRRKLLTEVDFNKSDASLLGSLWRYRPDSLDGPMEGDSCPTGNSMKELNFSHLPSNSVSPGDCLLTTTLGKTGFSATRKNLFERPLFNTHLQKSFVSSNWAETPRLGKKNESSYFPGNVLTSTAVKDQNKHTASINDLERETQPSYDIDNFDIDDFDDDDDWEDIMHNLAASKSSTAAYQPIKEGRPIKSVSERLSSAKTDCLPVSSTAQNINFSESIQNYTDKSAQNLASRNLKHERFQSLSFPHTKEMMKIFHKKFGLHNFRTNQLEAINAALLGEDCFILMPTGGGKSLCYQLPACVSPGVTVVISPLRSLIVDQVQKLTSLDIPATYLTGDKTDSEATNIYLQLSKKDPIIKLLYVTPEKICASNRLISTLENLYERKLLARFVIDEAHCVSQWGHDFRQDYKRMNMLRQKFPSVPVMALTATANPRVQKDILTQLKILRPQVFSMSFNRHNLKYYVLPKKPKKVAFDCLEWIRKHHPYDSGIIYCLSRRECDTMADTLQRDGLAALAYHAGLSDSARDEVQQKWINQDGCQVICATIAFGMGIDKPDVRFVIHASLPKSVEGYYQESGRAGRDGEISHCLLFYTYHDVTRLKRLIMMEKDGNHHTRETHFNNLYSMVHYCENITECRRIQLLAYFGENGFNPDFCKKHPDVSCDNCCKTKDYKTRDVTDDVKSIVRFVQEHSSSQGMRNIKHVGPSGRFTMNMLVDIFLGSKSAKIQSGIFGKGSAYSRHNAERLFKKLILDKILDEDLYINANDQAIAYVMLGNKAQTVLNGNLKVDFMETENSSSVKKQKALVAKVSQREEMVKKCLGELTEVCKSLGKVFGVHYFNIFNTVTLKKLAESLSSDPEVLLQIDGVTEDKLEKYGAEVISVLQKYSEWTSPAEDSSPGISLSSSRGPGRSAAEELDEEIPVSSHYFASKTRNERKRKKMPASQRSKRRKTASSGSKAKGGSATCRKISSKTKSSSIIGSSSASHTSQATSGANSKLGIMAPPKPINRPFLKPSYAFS
# POLH inh: blocks human DNA polymerase eta activity | recombinant Pol eta, fluorescent DNA replication assay | 390,000 tested, 1.2% active | Potency, µM (series often up to 114 µM), for the others: top-dose activity change, negative = inhibition, hits mostly inhibitors | Q9Y253; further: on the % scale 0 is the no-effect control and ±100 the full control effect
#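 Pol eta (10 nM) was preincubated with compounds for 15 min at room temperature, after which fluorescent replication substrate (50 nM final) was added to start the reaction. Fluorescence was read kinetically at 0 and 10 min.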
# POLI inh: DNA polymerase iota (human) inhibition | Pol iota fluorescent replication assay, 10 min | Potency, µM (doses to about 115 µM), for the others: top-dose activity, negative = inhibition, usual class: inhibitors | Q9UNA4 | 390,000 tested, 1% active | AID 588590
#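 Fluorescent replication assay read twice, at 0 min and 10 min after adding 50 nM (final) substrate. Enzyme (10 nM) and compounds were first incubated 15 min at room temperature; enzyme-free buffer wells were negative controls.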
# * marks the source's active call; other numbers are inactive results; ? = inconclusive; · = not tested or not shown; & = joins results of further samples; [ ] = dose if it differs, or a comment. The call rests on the fitted dose curve; in most records, active means well fitted curve in the direction sought with a large enough effect; inconclusive means small, poorly fitted or top-dose-only effect, or another doubt; inactive means no such curve, though single readings can be large; an effect the other way counts as inactive or inconclusive. Potency means the concentration at half of the fitted maximal effect.
no.	G9a block	POLK inh	APEX1 inh	BAZ2B block	JMJD2A Tudor inh	Pol beta inh	BLM inh	POLH inh	POLI inh	Molecule
1	·	-16.5%	0.6%	-9.0%	-13.8%	0.8%	-2.4%	5.7%	1.6%	O=C(O)CNc1ccc(S(=O)(=O)C(F)(F)F)cc1[N+](=O)[O-]
2	?	-3.1%	0.0%	10.6%	-12.2%	16.8%	0.3%	-16.8%	6.1%	COC(=O)Cc1c(C)nc2nc(NCc3cccc([N+](=O)[O-])c3)[nH]n2c1=O
3	25.1µM*	-6.3%	1.5%	?	-1.0%	6.5%	-10.8%	-12.6%	18.9%	CC1=CC(C)C(C[N+]2(C)CCCCC2)C(C)C1 (configuration not stated)
4	11.7%	-4.1%	-8.5%	-2.8%	-26.7%	21.7%	-2.9%	-15.4%	38.6%[activator]	CC(=O)N1CCCc2cc(S(=O)(=O)N3CCCC(C(=O)Nc4cc(C)ccc4C)C3)ccc21 (configuration not stated)
5	?	-1.8%	-2.2%	25.1µM*	56.2µM*	-22.2%	-11.5%	-12.6%	15.2%	Cc1ccc(Nc2nc(N)c([N+](=O)[O-])c(N3CCC(C)CC3)n2)cc1C
6	28.2%[59 µM]	·	-1.2%	-17.6%	·	?	-2.2%	·	·	O=C(N/N=C1\CCCc2c1[nH]c1ccc([N+](=O)[O-])cc21)c1ccncc1
7	22.0%[59 µM]	5.2%	0.7%	-1.8%	-7.9%	-0.3%	-3.8%	-18.8%	29.7%	Cc1ccc2nc(-c3ccc(NC(=O)COC(=O)c4ccc([N+](=O)[O-])o4)cc3)sc2c1
8	3.55µM*	-9.0%	-1.4%	50.1µM*	6.31µM*	-25.2%	-0.5%	-12.7%	13.0%	CCCCN(CCCC)CCNC(=O)CSCc1ccc(C)cc1
9	·	11.3%	23.7%	·	-11.6%	·	·	-7.3%	-19.9%	O=C1N[C@H]2CC=C[C@H]2Nc2ccccc21
10	0.7%	1.9%	3.8%	4.2%	5.4%	3.4%	-2.8%	1.9%	80.6%[activator]	CNC(=O)C(NC(=O)CNC(=O)c1ccc(Cl)cc1)C(C)(C)C (configuration not stated)
11	-12.5%[59 µM]	-19.1%	22.6%	?	-19.4%	-9.5%	2.4%	-12.6%	2.4%	Cc1cc2ncn(/N=C/c3ccc([N+](=O)[O-])s3)c2cc1C
12	8.8%	-2.5%	-3.6%	4.5%	-9.6%	0.7%	1.1%	-20.4%	35.0%[activator]	COC(=O)N/N=C(\C)c1ccccc1OC(F)F
13	32.7%[59 µM]	7.2%	·	18.9%	22.5%	8.6%	-4.7%	-19.1%	-6.5%	CCOC(=O)c1cnc2c(ccc3ccccc32)c1Nc1cccc(OC)c1
14	·	-3.6%	-7.0%	·	-11.4%	·	·	-2.9%	-1.0%	Cc1noc(C)c1NC(=O)Nc1cccc2c1O[C@H](CN(C)S(C)(=O)=O)[C@@H](C)CN([C@H](C)CO)C2=O
15	12.5%[59 µM]	-10.1%	·	4.3%	-4.8%	26.6%	-4.3%	-2.4%	14.3%	COc1ccc(C(=O)Nc2ccc(-c3nc4ncccc4o3)cc2C)cc1Br
16	?	-2.8%	16.9%	-28.2%	-14.0%	5.1%	-0.3%	-8.4%	-26.6%	COc1ccc(C(=O)Nc2ccc(N3CCN(C)CC3)cc2)cc1
17	3.0%	6.0%	-0.4%	-21.6%	-7.1%	8.2%	-2.9%	-3.6%	-9.9%	CC(NC(=O)c1cccc(F)c1)C(c1cccs1)N1CCN(C)CC1 (configuration not stated)
18	-16.7%	2.1%	75.7%[activator]	-20.8%	-18.1%	1.4%	-0.3%	-6.5%	12.4%	O=C(CCN1C(=O)/C(=C/c2ccc(F)cc2)SC1=S)NCCc1ccc(O)cc1
19	16.0%	-3.1%	-22.9%	-12.3%	-23.9%	36.0%	-10.5%	0.2%	49.3%[activator]	COc1ccc(C(C(=O)NCc2ccccc2)N(Cc2ccco2)C(=O)c2snc(C(N)=O)c2N)cc1 (configuration not stated)
20	0.4%	-7.8%	1.8%	-13.8%	-1.0%	10.9%	2.1%	-2.2%	-1.1%	CC(C)N(C(=O)COC(=O)c1ccc(Cl)c(S(N)(=O)=O)c1)C(C)C

# Whole records as entered above. Values in the order: G9a block, POLK inh, APEX1 inh, BAZ2B block, JMJD2A Tudor inh, Pol beta inh, BLM inh, POLH inh, POLI inh
# `O=C1N[C@H]2CC=C[C@H]2Nc2ccccc21` across the screens: ·, 11.3%, 23.7%, ·, -11.6%, ·, ·, -7.3%, -19.9%
# `CNC(=O)C(NC(=O)CNC(=O)c1ccc(Cl)cc1)C(C)(C)C` (configuration not stated) across the screens: 0.7%, 1.9%, 3.8%, 4.2%, 5.4%, 3.4%, -2.8%, 1.9%, 80.6%[activator]
# `COc1ccc(C(C(=O)NCc2ccccc2)N(Cc2ccco2)C(=O)c2snc(C(N)=O)c2N)cc1` (configuration not stated) across the screens: 16.0%, -3.1%, -22.9%, -12.3%, -23.9%, 36.0%, -10.5%, 0.2%, 49.3%[activator]
# `Cc1ccc2nc(-c3ccc(NC(=O)COC(=O)c4ccc([N+](=O)[O-])o4)cc3)sc2c1` across the screens: 22.0%[59 µM], 5.2%, 0.7%, -1.8%, -7.9%, -0.3%, -3.8%, -18.8%, 29.7%
# `CC1=CC(C)C(C[N+]2(C)CCCCC2)C(C)C1` (configuration not stated) across the screens: 25.1µM*, -6.3%, 1.5%, ?, -1.0%, 6.5%, -10.8%, -12.6%, 18.9%

# Look-ups from the list.
# For JMJD2A Tudor inh, no. 20 has -1.0%
# For APEX1 inh, no. 3 has 1.5%
# For BAZ2B block, no. 13 has 18.9%

# Remaining list, next part.
no.	G9a block	POLK inh	APEX1 inh	BAZ2B block	JMJD2A Tudor inh	Pol beta inh	BLM inh	POLH inh	POLI inh	Molecule
21	?	4.0%	?	-6.3%	2.5%	-0.3%	-4.9%	-10.3%	2.7%	O=S(=O)(c1ccc(Cl)c(Cl)c1)c1snnc1-c1ccccc1
22	·	-2.8%	10.1%	·	-8.4%	·	·	-1.7%	-5.3%	CCN(CC(=O)NCc1cccs1)C(=O)c1cccc(S(=O)(=O)N2CC(C)OC(C)C2)c1 (configuration not stated)
23	·	1.0%	·	·	-13.2%	·	·	-8.7%	-4.5%	O=C(c1ccc(F)cc1)c1cccc(C(=O)c2ccc(F)cc2)n1
24	-3.8%[12.7 µM]	-0.5%[60.1 µM]	17.1%	·	·	·	4.6%	·	·	COc1ccccc1CN1CC[C@@]2(CCCN(C(=O)c3cccc(F)c3)C2)C1
25	6.8%[59 µM]	3.1%	·	-25.2%	-21.2%	21.5%	-5.5%	-14.0%	25.1%	COc1cc(OC)cc(-c2nc3nc(C)c(CCC(=O)Nc4ccc(C)cc4)c(C)n3n2)c1
26	-5.0%[59 µM]	1.1%[60.1 µM]	·	-1.9%	-19.0%	-0.2%	1.5%	-3.5%	-2.0%	O=C(CSc1nc(Nc2ccccc2)c2ccccc2n1)c1ccc(Cl)cc1
27	7.94µM*	-9.0%&-4.3%[60.1 µM]	2.4%&14.7%	?	·	10.4%	-11.4%&3.3%&-4.2%	·	·	O=C1c2cccc(O)c2C(=O)c2c(O)cccc21
28	22.6%	-3.4%	14.5%	1.7%	3.1%	10.7%	-6.6%	-26.9%	83.2%[activator]	Cc1ccc(N2C(=O)Nc3ccccc3S2(=O)=O)cc1Cl
29	-32.5%	0.3%	?	14.9%	-9.3%	35.4%	-2.2%	0.0%	119.4%[activator]	CCN(c1ccccc1)S(=O)(=O)c1ccc(Cl)c(C(=O)NCC2CCCO2)c1 (configuration not stated)
30	-3.2%	-2.7%	?	1.8%	-2.4%	22.3%	-5.0%	-9.4%	84.9%[activator]	FC(F)(F)c1cnc2c(-c3ccccc3)n[nH]c2c1
31	7.6%[59 µM]	7.9%	-2.2%	-2.6%	-7.7%	0.7%	-2.7%	-21.7%	14.9%	COc1cccc(OCC(Cn2c(C)nc3ccccc32)OC(C)=O)c1 (configuration not stated)
32	?	-17.0%	-3.3%	-26.6%	-16.2%	0.0%	-1.6%	5.4%	45.2%[activator]	COc1cc2c(cc1NC(=S)NC(=O)/C=C/c1ccc(OC)c(OC)c1)oc1ccccc12
33	6.8%[59 µM]	-6.0%	1.3%	2.4%	-0.3%	-0.7%	1.3%	-22.0%	-8.1%	CCCc1cc(=O)[nH]c(SCC(=O)N(C)C2CCS(=O)(=O)C2)n1 (configuration not stated)
34	·	·	1.2%	-13.2%	·	2.9%	0.1%	·	·	COc1ccc(NC2CCCN(C(=O)CCCn3cncn3)C2)cc1 (configuration not stated)
35	44.7µM*	-7.6%	11.3%	?	-22.6%	56.4%	-6.4%	1.8%	-3.4%	O=C(CSc1ccc([N+](=O)[O-])cn1)Nc1ccc2c(c1)OCO2
36	3.8%[2.33 µM]	-1.2%	-2.6%	-4.2%	-18.4%	5.4%	-0.1%	8.6%	-9.3%[58.9 µM]	COCC(=O)N(Cc1cc2ccc(C)cc2[nH]c1=O)c1ccc(OC)cc1
37	-4.8%[59 µM]	-18.6%	-8.2%	-2.1%	-9.9%	34.7%	-2.2%	-12.9%	-7.4%	Cc1ccc(C)c(NCCC#N)c1
38	39.0%	-7.4%	4.2%	11.0%	9.1%	?	-9.9%	0.7%	22.4%	OC1CCN(c2cc(-c3ccccc3)nc3cc(-c4ccc(F)cc4)nn23)CC1
39	11.3%	-8.5%	-2.4%	31.5%[activator]	40.5%[activator]	-16.2%	-13.4%	-10.3%	11.9%	CCCNC(=O)c1c(N)n(-c2cc(OC)cc(OC)c2)c2nc3ccccc3nc12
40	0.3%	14.6%	48.0%[activator]	9.7%	-20.0%	19.3%	2.8%	-9.5%	24.1%	O=C(CCc1nnc2n(Cc3ccc(F)cc3)c(=O)c3ccccc3n12)NCCCN1CCOCC1

# A portion of the library. The share of hits here may be higher or lower than overall.
